Keap1-Nrf2 PPI: Keap1-Nrf2 protein-protein interaction inhibitors, primary screen, biochemical, fluorescence polarization, single point. Keap1 Kelch-Nrf2 peptide fluorescence polarization, 1536-well. hit rate 0.15% among 340,000. Kelch-like ECH-associated protein 1 (Homo sapiens), Q14145. AID 504523, 2011. inhibition, % at 9.4 µM; in the data active = inhibition above about 12%;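 also: human Keap1 Kelch domain with fluorescein labeled Nrf2 9mer peptide probe; 0% = neutral control wells and 100% = peptide positive control; higher means more block of Keap1 binding to Nrf2 peptide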
RTF Ca sens inh: cardiac RTF calcium sensitivity inhibitors, primary screen, biochemical, IANBD-TnC fluorescence, EC70 calcium. Troponin I, cardiac muscle (Homo sapiens) + Troponin T, cardiac muscle (Homo sapiens) + …. IANBD-labeled cardiac RTF, Ca2+ fluorescence. inhibition, % at 7.15 µM. hit rate 0.12% among 340,000. AID 493244, 2011;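 active = inhibition above the mean inhibition of all tested compounds plus 3 SD, cut at about 17% in these data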;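 also: assay run at fixed EC70 calcium of 1.6 mM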
LANA DNA inh: inhibitors of KSHV C-LANA binding to DNA, primary screen, biochemical, fluorescence polarization, FAM-LBS DNA, MBP-C-LANA, single point | inhibition, % at 9 µM | hit rate 0.078% among 340,000;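 active = highest replicate inhibition at or above 60% at 9 µM, even if other replicates fall short; inactive = all replicates below 60% inhibition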;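 also: 0% = neutral control wells and 100% = 4 µM acridine orange control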
OPRM1-OPRD1 inv: inverse agonists of MOR-DOR heterodimerization, primary screen, cell-based, luminescence | Mu-type opioid receptor (Homo sapiens) + Delta-type opioid receptor (Homo sapiens), … | cell-based MOR-DOR heterodimer luminescence, inverse agonism | inhibition, % at 9.3 µM | hit rate 0.21% among 340,000 | AID 504357, 2011; in the data active = inhibition above about 22%, passing the limit was not always enough;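 also: 0% = cells with DMSO and 100% = wells without cells with DMSO; values of inactives mirror those of a sister screen read the other way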
Pemphigus Ab inh: inhibitors of pemphigus antibody binding to DSG3, primary screen, biochemical, bead-based, flow cytometry, scFv-GFP; hit rate 0.48% among 310,000; binding (percent of control), % at 10 µM; DSG3-coupled beads, scFv-anti-DSG3-GFP binding; stronger effect = lower value; AID 588358, 2011; Desmoglein-3 (Homo sapiens), P32926;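 active = binding more than 3 SD below its plate's average and above zero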; also: some compounds called inactive have numbers as strong as hits
Target sequence (P32926 whole entry, looked up): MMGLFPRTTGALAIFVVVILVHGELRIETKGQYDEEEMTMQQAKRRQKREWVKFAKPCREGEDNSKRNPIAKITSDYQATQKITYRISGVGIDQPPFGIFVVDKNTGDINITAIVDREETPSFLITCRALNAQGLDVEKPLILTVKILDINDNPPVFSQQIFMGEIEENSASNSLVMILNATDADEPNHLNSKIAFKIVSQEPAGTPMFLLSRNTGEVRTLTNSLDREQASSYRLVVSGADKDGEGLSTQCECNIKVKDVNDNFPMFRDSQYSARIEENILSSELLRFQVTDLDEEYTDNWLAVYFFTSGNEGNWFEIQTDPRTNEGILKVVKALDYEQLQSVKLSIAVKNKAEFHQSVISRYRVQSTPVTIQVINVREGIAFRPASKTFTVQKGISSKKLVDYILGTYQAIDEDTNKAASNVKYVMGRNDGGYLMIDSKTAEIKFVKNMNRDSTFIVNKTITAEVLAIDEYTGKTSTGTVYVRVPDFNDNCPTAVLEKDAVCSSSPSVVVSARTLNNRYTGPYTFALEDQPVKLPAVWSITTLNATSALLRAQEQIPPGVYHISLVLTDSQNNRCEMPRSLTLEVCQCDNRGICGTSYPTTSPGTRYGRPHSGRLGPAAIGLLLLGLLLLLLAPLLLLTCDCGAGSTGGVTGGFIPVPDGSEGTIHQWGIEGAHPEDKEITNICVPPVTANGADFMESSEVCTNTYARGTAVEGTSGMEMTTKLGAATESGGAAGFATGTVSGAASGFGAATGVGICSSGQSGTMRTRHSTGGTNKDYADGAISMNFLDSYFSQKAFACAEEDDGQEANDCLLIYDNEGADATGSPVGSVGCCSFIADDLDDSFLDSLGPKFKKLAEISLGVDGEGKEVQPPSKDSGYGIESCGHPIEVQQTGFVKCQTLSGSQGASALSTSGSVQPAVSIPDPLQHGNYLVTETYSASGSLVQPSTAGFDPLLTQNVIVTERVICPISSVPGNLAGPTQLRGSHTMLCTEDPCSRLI
RTF Ca sens act: cardiac RTF calcium sensitivity activators, primary screen, biochemical, IANBD-TnC fluorescence, EC20 calcium; activation, % at 7.2 µM; hit rate 0.24% among 340,000; Troponin I, cardiac muscle (Homo sapiens) + Troponin T, cardiac muscle (Homo sapiens) + …; IANBD-labeled TnC RTF fluorescence at EC20 calcium; 0% EC20 calcium, 100% full calcium; AID 493008, 2010;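 active = activation above the mean over all tested compounds plus 3 SD, cut at about 30% in these data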;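 also: rise in fluorescence read as greater calcium sensitivity of cardiac thin filaments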
OPRM1-OPRD1 ag: agonists of OPRM1-OPRD1 heterodimerization, primary screen, cell-based, luminescence; cells; activation, % at 9.3 µM; Mu-type opioid receptor (Homo sapiens) + Delta-type opioid receptor (Homo sapiens), …; hit rate 0.3% among 340,000; AID 504326, 2011; in the data active = activation above about 18%;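 also: 0% = vehicle-treated cells and 100% = reference agonist; values of inactives mirror those of a sister screen read the other way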
V-ATPase pH: regulators of yeast V-ATPase proton pumping, primary screen, pHLuorin cytosolic pH fluorescence; S. cerevisiae; response, % at 10 µM; hit rate 0.37% among 350,000; AID 504577, 2011; in the data active = response mostly above about 7.3%, no sharp cut-off; inactive = mostly below about 5.4%; also: actives read high; inactives centre near 0; some compounds called inactive have numbers as strong as hits; reference of the scale not given here
Arr AP2 block: inhibitors of beta-arrestin/AP2 binding, primary screen, biochemical, GPCR trafficking, flow cytometry; beta-arrestin 1 C-terminal peptide binding to AP2 beta2-adaptin appendage (human); FITC-arrestin peptide / GST-AP2 beads; AP2 beta2 appendage carries R879A mutation; inhibition, % at 10 µM; hit rate 0.31% among 340,000; AID 504490, 2011;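 active = inhibition above a set limit, near 3 SD of compounds lacking own fluorescence, cut at about 54% in these data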;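 also: plate controls were DMSO wells for no effect and 5 µM unlabelled arrestin peptide for full effect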
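Measured by: flow cytometry, FL1 (488/535 nm); Material: AP2 appendage R879A on GSH beads; Evaluation: percent response; Timing: pre-incubation 12 min, peptide binding 1 h, room temperature; Also added: 50 nM FITC-arrestin peptide; Medium: PBS with 0.05% Tween 20 and 0.1% BSA.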
Wnt bcat act: Wnt/beta-catenin pathway activators, primary screen, cell-based, plate reader, single point; Wnt/beta-catenin reporter cell assay, activator; activation, % at 9.35 µM; hit rate 1.2% among 300,000; in the data active = activation above about 30%, passing the limit was not always enough;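 also: 0% = neutral control wells and 100% = positive control wells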
The depositor's hits bear a star; · = not tested or not shown.

Every second line gives: OPRM1-OPRD1 inv	Pemphigus Ab inh	RTF Ca sens act	RTF Ca sens inh	LANA DNA inh	V-ATPase pH	Keap1-Nrf2 PPI	Arr AP2 block	OPRM1-OPRD1 ag	Wnt bcat act
> CC(C)(C)NC(=O)CSC(=Nc1ccc(F)cc1)NC#N
  -4	102	4	3	-0.7	3	-6	9	0.8	9
> CCn1c(=N)c(C(=O)NC)cc2c(=O)n3cccc(C)c3nc21
  11	107	10	-4	0.0	-53	-2	21	-1.8	0
> COCc1ccc(CN2CCC(C(=O)Nc3cccc(-c4cscn4)c3)CC2)o1
  2	·	-5	-15	-0.1	-2	-1	-4	-0.4	0
> CCN(CC(=O)NC(=O)NCc1ccccc1)CC(=O)Nc1cc(Cl)ccc1C
  -26	103	-5	-13	-0.9	5	-2	-12	5.0	1
> Cc1cccc(C2=NNC(=O)C(c3ccc(Cl)cc3)C2)c1 (centres undefined)
  -44	101	2	-4	0.8	-1	-1	11	8.7	-16
> CC(Cc1cccs1)N(Cc1ccc(Cl)cc1)C(=O)c1ccncc1 (centres undefined)
  11	98	1	-6	1.5	1	-4	-1	-2.3	-2
> CC(NC(=O)c1cn(C)c2ccc(S(=O)(=O)N3CCCC3)cc2c1=O)c1ccccc1 (centres undefined)
  17	97	3	0	-1.8	4	-5	-2	-3.4	1
> CCN(CC)CCOc1nnc(-c2ccc(C)cc2)c2ccccc12
  12	·	-2	-6	0.0	-7	-3	-9	-2.9	·
> CCCCn1c(N)c(N(CC(C)C)C(=O)c2ccc(S(=O)(=O)N(CC)c3ccccc3)cc2)c(=O)[nH]c1=O
  6	100	-10	-17	-0.3	-4	-6	-8	-0.9	1
> Cc1ccc(CN2CCN(C3CCOCC3)CC2CCO)cc1 (centres undefined)
  8	107	7	-15	-0.1	-3	3	15	-1.6	-1
> Cc1ccc(OCC(=O)c2cc(C)c(C)cc2C)c([N+](=O)[O-])n1
  1	107	-5	4	14	4	3	0	-0.2	·
> O=C(c1cccc(C(F)(F)F)c1)N1CCC2(CC1)NCCc1[nH]cnc12
  2	105	2	-11	-0.4	5	-3	24	-0.4	-1
> COc1cc(NC(=O)c2ccco2)c(C(=O)OCC(=O)c2c[nH]c3ccccc23)cc1OC
  -2	84	1	-5	-2.8	2	-4	9	0.3	2
> O=C(c1ccco1)N1CCN(C(=O)c2ccc(Cn3cc(Br)cn3)o2)CC1
  7	106	5	3	2.0	0	-3	4	-1.2	-1
> Nc1nonc1-n1nnc(C(=O)N/N=C/c2ccccc2F)c1-c1cccs1
  18	103	-3	0	-0.1	1	-5	-15	-3.5	-1
> O=C(NNC1=NS(=O)(=O)c2ccccc21)c1ccccc1
  12	99	1	-11	-1.3	1	-4	-10	-2.2	0
> CN(C)c1nc(OCCOC(=O)COc2ccc(Cl)cc2Cl)nc(N(C)C)n1
  -36	103	6	-9	-1.9	2	-4	19	6.7	-3
> C=CCn1c(SCC(=O)Nc2ccc(S(N)(=O)=O)cc2)nnc1-c1cnccn1
  6	103	0	4	-0.8	-3	-5	-4	-1.2	0
> CCCCOC(=O)c1ccc(NC(=O)c2cc(Cl)c(Cl)cc2C(=O)O)cc1
  1	100	-1	0	2.1	0	-3	32	-0.2	1
> Fc1ccc(CSc2ccc(-c3ccco3)nn2)cc1
  8	128	-10	-5	-0.1	-1	0	16	-1.5	20
> CCn1c(=NC(=O)c2ccc(S(=O)(=O)N(C)C)cc2)sc2cccc(OC)c21
  -2	92	-6	-5	-0.6	4	4	0	0.2	-3
> Cn1cc(Br)c(-c2cccc(NC(=O)CC(C)(C)CC(=O)O)c2)n1
  7	109	2	-5	-0.2	2	-3	-19	-1.4	1
> CCN1C(=O)[C@H]2[C@@H](c3ccc(OC)cc3)N3C(=O)CN(Cc4ccccc4)C(=O)[C@@]3(Cc3ccccc3)[C@H]2C1=O
  6	94	-2	2	-0.6	6	-4	33	-1.4	3
> Cc1cccc(OC(C)C(=O)NC2CCS(=O)(=O)C2)c1C (centres undefined)
  -8	94	2	-9	-1.2	0	-1	3	1.5	·
> CC1CC1C(=O)N1CCN(S(=O)(=O)c2cccc(F)c2)CC1 (centres undefined)
  8	96	-3	-2	0.1	3	1	0	-1.5	-1
> Cc1ccc(-c2nc(NCCN3CCOCC3)c3ccccc3n2)cc1
  6	94	2	-8	0.9	-5	-1	5	-1.1	10
> O=C(Nc1ccc(S(=O)(=O)Nc2cnc3ccccc3n2)cc1)c1ccc(F)cc1
  -3	107	3	0	-3.1	3	0	11	0.6	1
> CC(C)c1nc2oc3c(NCC4CCCO4)ncnc3c2c2c1CCC2 (centres undefined)
  -7	105	7	-3	0.7	-1	-2	6	1.2	0
> O=C(NCCOc1ccccc1)c1cc(C(=O)NCCOc2ccccc2)cc([N+](=O)[O-])c1
  -36	95	-2	1	-0.8	0	1	3	6.8	0
> Cn1c2ccccc2c2nnc(SC3CCOC3=O)nc21 (centres undefined)
  -3	102	0	-7	0.8	2	4	-6	0.7	-6
> O=C(CNS(=O)(=O)/C=C/c1ccccc1)OCC(=O)N1CCC(Cc2ccccc2)CC1
  -1	114	2	1	-0.7	-3	-4	-2	0.2	·
> C=CCN1C(=O)C2C(C(=O)NC3CCCC3)C3C=CC2(O3)C1C(=O)NC1CCCC1 (centres undefined)
  6	106	-1	-9	1.0	-2	2	31	-1.0	-1
> O=C(OCC#Cc1c(COC(=O)c2ccccc2)nnn1Cc1ccccc1)c1ccccc1
  12	105	-1	0	2.0	-1	-3	2	-2.1	-1
> CCOC(=O)N1CCN(S(=O)(=O)N2CCCC(C(=O)NCc3ccccc3OC)C2)CC1 (centres undefined)
  19	104	0	-2	0.0	1	6	2	-3.8	-1
> COc1ccccc1N1CCN(C(=O)CSc2nnc(NC(=O)c3ccco3)s2)CC1
  13	112	10	-5	0.8	7	-4	2	-2.3	-8
> O=C(NNC(=O)c1ccccc1Cl)c1ccccc1Cl
  -3	101	2	-14	-1.2	1	-4	6	0.7	-1
> CN1/C(=C/C(=O)c2nc(S(C)(=O)=O)ncc2Cl)C(C)(C)c2ccccc21
  5	114	-17	-4	-0.2	2	-4	-1	-0.9	·
> O=P(c1ccccc1)(c1ccccc1)C(O)c1ccncc1 (centres undefined)
  -1	104	2	-2	-0.5	0	-3	-12	0.1	·
> Cc1ccc(/C=N/NC(=O)c2cccc(S(=O)(=O)Nc3ccccc3Cl)c2)s1
  14	97	-3	0	-1.2	-6	2	-4	-2.6	-3
> Cc1c(Cl)cccc1NC(=O)CC1SCCNC1=O (centres undefined)
  8	88	2	-8	1.3	-1	-1	-5	-1.6	8

Of the compounds above, two contain a COOH group:
Every second line gives: OPRM1-OPRD1 inv	Pemphigus Ab inh	RTF Ca sens act	RTF Ca sens inh	LANA DNA inh	V-ATPase pH	Keap1-Nrf2 PPI	Arr AP2 block	OPRM1-OPRD1 ag	Wnt bcat act
> CCCCOC(=O)c1ccc(NC(=O)c2cc(Cl)c(Cl)cc2C(=O)O)cc1
  1	100	-1	0	2.1	0	-3	32	-0.2	1
> Cn1cc(Br)c(-c2cccc(NC(=O)CC(C)(C)CC(=O)O)c2)n1
  7	109	2	-5	-0.2	2	-3	-19	-1.4	1

Following part.
Every second line gives: OPRM1-OPRD1 inv	Pemphigus Ab inh	RTF Ca sens act	RTF Ca sens inh	LANA DNA inh	V-ATPase pH	Keap1-Nrf2 PPI	Arr AP2 block	OPRM1-OPRD1 ag	Wnt bcat act
> Cn1nc(-c2ccc(Cl)cc2)cc1NC(=O)Nc1ccccc1
  -8	103	-1	-2	0.8	0	3	-22	1.5	17
> COc1ccc(C(CNC(=O)c2oc3ccc(F)cc3c2C)N2CCCCC2)cc1 (centres undefined)
  -11	96	-6	1	-0.9	1	-1	-7	2.0	-3
> Cc1ccc(-c2nnn(CC(=O)Nc3cccc4cccnc34)n2)o1
  -6	102	8	-2	-0.8	-4	-1	21	1.1	-1
> COC(=O)c1nnn(-c2cccc(Cl)c2)c1C(=O)OC
  7	·	2	2	-0.5	3	-1	-1	-1.4	0
> CCC(CC)NC(=O)Nc1cccc(C)c1C
  6	105	1	3	0.0	2	-3	·	-0.8	5
> CC(=O)N1CCOc2ccc(S(=O)(=O)N3CCC(C(=O)Nc4cc(C)cc(C)c4)CC3)cc21
  6	99	1	-5	0.1	-1	1	4	-1.3	-2
> O=[N+]([O-])c1cccc(-c2cnc3ccccc3n2)c1
  2	101	6	-2	0.3	0	-2	-2	-0.4	0
> O=C(c1cccs1)n1nc(-c2ccccc2)nc1NCc1ccc(F)cc1
  -4	101	-3	1	2.9	4	3	-5	0.7	·
> COC(=O)c1ccccc1NC(=O)CSc1nnc(C(C)NC(=O)c2ccc(Cl)cc2Cl)n1C (centres undefined)
  11	106	-4	-4	1.6	0	-7	3	-2.5	·
> Cc1ccc(S(=O)(=O)NC(=O)NC(C)Cc2ccccc2)cc1 (centres undefined)
  -2	106	1	4	0.5	-2	4	16	0.3	-3

Bioassay records deposited in PubChem by several laboratories.
